KCNQ2 block: KCNQ2 channel blockers in CHO-K1 cells – cell-based, FluxOR thallium flux, B-score, primary screen (AID 2156); 20 min; active compounds read low; actives 1.1% (n = 310,000); B-score at 10 µM; O88943;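 active = fluorescence ratio B-score at most minus 3 library SDs, with starting brightness B-score within 2 library SDs, cut at about -5.5 in these data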
Target sequence (O88943 whole entry, looked up): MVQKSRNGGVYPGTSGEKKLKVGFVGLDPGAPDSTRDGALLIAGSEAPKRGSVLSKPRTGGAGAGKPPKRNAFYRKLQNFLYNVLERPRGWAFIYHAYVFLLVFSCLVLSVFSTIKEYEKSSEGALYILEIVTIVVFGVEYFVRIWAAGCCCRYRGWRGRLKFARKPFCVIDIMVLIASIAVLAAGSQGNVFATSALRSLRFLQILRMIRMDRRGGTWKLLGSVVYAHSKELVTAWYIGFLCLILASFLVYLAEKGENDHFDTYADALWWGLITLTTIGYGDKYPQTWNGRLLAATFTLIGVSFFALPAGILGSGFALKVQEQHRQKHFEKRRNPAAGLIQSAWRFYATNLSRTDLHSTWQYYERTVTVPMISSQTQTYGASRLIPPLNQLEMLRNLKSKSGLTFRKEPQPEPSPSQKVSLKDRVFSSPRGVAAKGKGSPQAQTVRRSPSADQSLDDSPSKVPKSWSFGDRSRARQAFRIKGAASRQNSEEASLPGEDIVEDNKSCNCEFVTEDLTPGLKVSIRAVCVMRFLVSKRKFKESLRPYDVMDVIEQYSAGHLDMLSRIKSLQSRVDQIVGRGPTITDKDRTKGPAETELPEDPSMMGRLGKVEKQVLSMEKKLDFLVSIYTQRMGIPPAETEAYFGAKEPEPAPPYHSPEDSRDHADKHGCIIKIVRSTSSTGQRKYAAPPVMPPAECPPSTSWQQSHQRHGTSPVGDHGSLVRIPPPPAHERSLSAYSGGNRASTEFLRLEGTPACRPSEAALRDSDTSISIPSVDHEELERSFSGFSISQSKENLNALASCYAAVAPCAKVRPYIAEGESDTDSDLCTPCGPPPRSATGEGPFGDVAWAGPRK
Kir21 inh: inhibitors of mouse Kir2.1 inward-rectifier potassium channel; actives 0.85% (n = 310,000); HEK293-Kir2.1, FluxOR thallium flux fluorescence; active compounds read low; P35561; AID 1672; B-score at 10 µM;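 active = fluorescence ratio B-score at or below minus 3 SD of library scores, with starting-brightness B-score within 2 SD, cut at about -4.2 in these data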;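 also: channel flux triggered by added potassium and thallium sulfate stimulus; B-score of peak minus minimum fluorescence over baseline after thallium stimulus; more negative B-score means stronger Kir2.1 block with less thallium influx; some compounds called inactive have numbers as strong as hits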
* marks the source's active call; other numbers are inactive results; i = inactive.

entry	SMILES	KCNQ2 block	Kir21 inh
1	COCCCNC(=O)CC(NS(=O)(=O)c1ccc(Cl)cc1)c1ccc(OC)cc1 (stereo unspecified)	i	-0.02
2	O=C(NCC1CCCO1)c1ccc2nc(N3CCCCC3)sc2c1 (stereo unspecified)	i	-0.96
3	CC(=O)Nc1ccc2c(c1)C(=O)N(c1cccc3ccccc13)C2=O	i	1.6
4	O=C(Nn1c(SCc2cccc([N+](=O)[O-])c2)nc2ccccc2c1=O)c1ccccc1	-8.9*	-0.33
5	CN1C(=O)C(C)(C)c2cc(S(=O)(=O)N3CCCC(C(=O)NCc4ccc(F)cc4)C3)ccc21 (stereo unspecified)	i	-1.9
6	CN1C(=O)Cc2cc(S(=O)(=O)N3CCN(c4ccccc4F)CC3)ccc21	i	-0.38
7	COC(=O)c1c(NC(=S)NNS(=O)(=O)c2ccc(OC)cc2OC)sc2c1CCCCCC2	i	1.4
8	COc1ccc(CCNC(=O)C(=O)Nc2ccc3c(c2)OCO3)cc1OC	i	0.31
9	COCCNC(=O)c1onc(CSc2ccccc2)c1C(=O)O	i	-0.28
10	Cc1ccccc1C(=O)NC(C(N)=O)P(=O)(OC(C)C)OC(C)C (stereo unspecified)	i	-1.8
11	C[n+]1cc[nH]c1SCC(=O)c1ccc(Cl)cc1	i	0.45
12	O=C(CCC(=O)N/N=C/c1ccco1)N/N=C/c1ccco1	i	0.08
13	Cc1ccc(-n2cnnn2)c(S(=O)(=O)N2CCOCC2)c1	i	1.4
14	Cc1cccnc1NC(=O)Nc1ccc(F)cc1	i	-0.91
15	Cc1ccc(-c2csc3nc[nH]c(=S)c23)cc1	i	1.6
16	CNc1ccc(OC(F)F)cc1C(=O)c1ccccc1	i	-0.44
17	OC1CCN(Cc2cccc(Oc3ccccc3)c2)CC1	i	0.04
18	Cc1ccc(NC(=O)c2ccc(C)cc2)cc1	i	1.6
19	CC(C)c1ccccc1OCC(O)CN(CC(O)COc1cccc2ccccc12)C(C)C (stereo unspecified)	-6.3*	-2.2
20	CN1C(C(=O)NCc2ccco2)CC2Cn3c(nc4cc(Cl)c(Cl)cc43)C21 (stereo unspecified)	i	0
21	Cc1ccc(C(=O)NCC(=O)O)cc1S(=O)(=O)N1CCCCC1	i	1.6
22	COc1ccc(C(=O)NCC(=O)OCC(=O)N2CCc3ccccc32)cc1	i	-1.4
23	CC(C)CCn1cnc2c(sc3nc4c(cc32)CSC(C)(C)C4)c1=O	i	-1
24	CC(C)C(O)(CC#CCN1CCCC1)c1ccccc1 (stereo unspecified)	i	-1.7
25	CN(CC(=O)Nc1cccc2ccccc12)C(=O)/C=C/c1cccs1	i	0.71
26	COc1ccc(N(CC(=O)NCc2ccc(Cl)cc2)S(=O)(=O)c2c(C)n[nH]c2C)cc1	i	-0.03
27	O=C1CCC(Cc2ccccc2)N1 (stereo unspecified)	i	-0.29
28	CCN(CC)c1ccc(NC(=O)C2CCCC2)cc1	i	0.5
29	COc1cc(C2NC(=O)NC(C)=C2C(C)=O)ccc1O (stereo unspecified)	i	-0.24
30	COc1ccccc1NC(=S)N(Cc1ccc(C)cc1)Cc1ccccn1	i	-0.98
31	O=C(Nc1ccc(-n2cc(Br)cn2)cc1)c1ccncc1	i	0.04
32	O=C(Nc1ccc(Oc2ccccc2)nc1)C1CCN(Cc2cccc(F)c2)CC1	i	-2.2
33	COc1ccc(-n2nc3c(N4CCC(C(=O)NCc5ccco5)CC4)nnc(C)c3c2C)cc1	i	0.15
34	COc1cc2c(C(=O)NCCCN3CCN(c4cccc(Cl)c4)CC3)cn(C)c(=O)c2cc1OC	i	0.08
35	CC(=O)Nc1cccc(NC(=O)c2ccc3c(c2)CCN3S(C)(=O)=O)c1	i	-0.35
36	CC(C)CN(C(=O)CSc1nnc2ccccn12)c1c(N)n(CC(C)C)c(=O)[nH]c1=O	i	0.64
37	COc1cccc(OC)c1OCCCOc1cccc2cccnc12	-5.6*	0.86
38	COc1ccc(C=Nc2cccc3ncccc23)cc1	i	0.01
39	Clc1ccc2nc(CSc3nnc4ccccn34)cn2c1	i	0.3
40	CNC(=O)c1cc(S(=O)(=O)NCc2ccncc2)ccc1OC	i	-0.04
41	O=C(NC1CCCN(CCc2ccccc2)C1)C1CCCC1 (stereo unspecified)	-6.8*	1.1
42	Cc1onc(-c2ccccc2)c1C(=O)NCc1ccco1	i	0.47
43	N#Cc1cc2c(nc1SCc1ccccc1)CCCCC2	i	0.95
44	Cc1cc(CNC(=O)COc2ccc(F)cc2F)c2ccccc2n1	i	1.9
45	COc1ccc(C2CC(c3ccccc3)=NN2C(=O)COC(=O)CNC(=O)c2ccccc2)cc1 (stereo unspecified)	i	-0.77
46	CCSc1nnc(NC(=O)COc2ccccc2)s1	i	1.7
47	COc1ccc(CNC(=O)CN(c2cccc(OC)c2)S(C)(=O)=O)cc1	i	0.73
48	Cc1ccc(S(=O)(=O)NN2C(=O)/C(=C/c3ccccn3)SC2=S)cc1	i	1.2
49	c1ccc2cc(CN3CCOCC3)ccc2c1	i	0.27
50	O=C1Nc2ccc(F)cc2C12OCCO2	i	0.09

New compounds follow:
entry	SMILES	KCNQ2 block	Kir21 inh
51	NNC(=O)CS(=O)(=O)CS(=O)(=O)CC(=O)NN	i	-0.06
52	O=C(Cn1nnc(-c2cc(C(F)(F)F)cc(C(F)(F)F)c2)n1)NNC(=S)Nc1ccc(Cl)cc1	i	0.76
53	CN(C)CCn1c(=O)n(Cc2ccco2)c(=O)c2c3c(sc21)CCCCC3	i	-1.4
54	CCN(CC(=O)Nc1c(F)cccc1F)C(=O)c1ccc(S(=O)(=O)N2CCCCC2)cc1	i	0.32
55	Cc1ccc(NS(=O)(=O)c2ccc3c(c2)NC(=O)CO3)cc1Cl	i	0.02
56	Cc1ccc(N=C2NC(=O)/C(=C/c3cccn3C)S2)cc1C	i	-0.63
57	O=C(Nc1nccs1)C1CCCN1/C=C/C(=O)C(F)(F)F (stereo unspecified)	i	1.1
58	O=C(Cn1cc(C(F)(F)F)ccc1=O)Nc1cccc(S(=O)(=O)N2CCOCC2)c1	i	-0.42
59	CCn1c(=O)c(-c2cc(=O)[nH][nH]2)c(O)c2ccccc21	i	-1.6
60	C=CCn1c(CC#N)nnc1N1CCOCC1	i	0.04
61	CCCCn1c(N)c(N(CCC(C)C)C(=O)CC2CCCC2)c(=O)[nH]c1=O	i	0.91
62	COc1ccc(Cc2nc3ccc(C(=O)NCc4cc(C)no4)cc3o2)cc1	i	-0.31
63	Cc1cc(OCc2cc(C(=O)N(C)CCCN3CCOCC3)no2)cc(C)c1Cl	i	-1.3
64	Cc1onc(-c2ccccc2Cl)c1C(=O)OCC(=O)c1ccc[nH]1	i	1.5
65	CN(C)CCCN(Cc1ccccc1)C(=S)Nc1ccc(F)c(Cl)c1	i	-0.58
66	CC(OC(=O)CN1C(=O)COc2ccccc21)C(=O)NCc1ccc(F)cc1 (stereo unspecified)	i	0.08
67	Cc1nn(CC#N)c(=O)n1-c1ccc(F)cc1	i	-1.1
68	O=C(NCc1ccccc1Cl)c1cnc2n(c1=O)CCS2	i	-0.71
69	O=C(Nc1cccc(C(=O)NC2CCCC2)c1)c1ccccc1	i	1.6
70	O=C(Nc1cccc(S(=O)(=O)N2CCCCC2)c1)c1cnccn1	i	0.02
71	C=CCN(c1ccc(C(=O)NCCSc2ccccc2)cc1)S(C)(=O)=O	i	-1.6
72	COc1cc(/C=C/C(=O)OCC(=O)Nc2ccc3c(c2)OCCO3)ccc1OCC#N	i	0.85
73	CC(=O)N1CCN(c2ccccc2NC(=O)COc2ccc(Cl)cc2Cl)CC1	i	-1.4
74	CC(=O)NC1(c2ccccc2)CCN(c2cc(C)nc(-c3ccccc3)n2)CC1	i	0.07
75	CCOC(=O)N1CCN(C(=O)Cc2ccccc2OC)CC1	i	-0.05

A different layout for two compounds above:
70	O=C(Nc1cccc(S(=O)(=O)N2CCCCC2)c1)c1cnccn1
- KCNQ2 block: i
- Kir21 inh: 0.02
71	C=CCN(c1ccc(C(=O)NCCSc2ccccc2)cc1)S(C)(=O)=O
- KCNQ2 block: i
- Kir21 inh: -1.6

Further compounds follow.
entry	SMILES	KCNQ2 block	Kir21 inh
76	Oc1cccc2c(NC(=S)Nc3ccc(SC(F)F)cc3)cccc12	i	0.3
77	O=C(CN1CCCCCC1)Nc1ccc(S(=O)(=O)N2CCCCC2)cc1	i	-2.5
78	CC(=O)N(CCP(=O)(c1ccccc1)c1ccccc1)Cc1ccco1	i	-2.3
79	O=C(O)c1ccc(NC(=O)c2ccc(Cl)cc2)c(NC(=O)c2ccc(Cl)cc2)c1	i	0.99
80	CCC(=O)Nc1c2c(nn1-c1ccc([N+](=O)[O-])cc1)CS(=O)(=O)C2	i	0.34
81	Cc1cccc(NS(=O)(=O)c2cnc[nH]2)c1	i	0.76
82	CS(=O)(=O)Nc1ccc(C(=O)NCCc2ccccc2)cc1	i	0.01
83	COC(=O)c1cccnc1-n1c(=O)c2cccnc2n(Cc2cccc(C(F)(F)F)c2)c1=O	i	-0.09
84	CCn1cc(C(=O)NCCCN2CCN(C)CC2)c(=O)c2cc(S(=O)(=O)N3CCc4ccccc4C3)ccc21	i	-0.01
85	COC(=O)C1CCN(C(=O)Cc2ccccc2OC)CC1	i	-0.77
86	S=C1N(c2ccccc2)C(c2ccccc2)N2CCCN12 (stereo unspecified)	i	0.12
87	COCC(=O)n1nc(-c2ccc(Cl)cc2)nc1NCc1ccc(F)cc1	i	0.08
88	O=C(Nc1ccc([N+](=O)[O-])cc1)/C(=C/c1cccc([N+](=O)[O-])c1)NC(=O)C1CCCCC1	i	-0.32
89	CSCCC(NC(N)=O)C(=O)NCC1CCCCC1 (stereo unspecified)	i	0
90	Cc1ccc(S(=O)(=O)N(CC(=O)N/N=C/c2ccco2)c2cc(Cl)cc(Cl)c2)cc1	i	-0.15
91	Cn1c(SCC(=O)NCc2ccc(F)cc2)nc2c([nH]c3ccccc32)c1=O	i	-0.45
92	CCOC(=O)CCNC(=O)CCc1nnc(CCCc2ccccc2)o1	i	1.9
93	COc1ccccc1NC(=S)NCCc1ccc(F)cc1	i	-0.95
94	O=C1NC2=C(C(=O)OC2)C(c2ccc(OC(F)(F)F)cc2)N1 (stereo unspecified)	i	0.05
95	O=C(Cn1c(NCCO)nc2ccccc21)NCCc1ccccc1	i	0.11
96	CNC(=O)Cc1csc2ccc(C)cc12	i	-0.62
97	O=[N+]([O-])c1ccc(N2CCN(c3ccccn3)CC2)c(Cl)c1	i	0.13
98	Cc1cc(C)n2nc(SCc3cc(=O)oc4cc(C)c(C)cc34)nc2n1	i	-0.91
99	CCC(c1nnc(SCC(=O)Nc2cc(Cl)ccc2C#N)n1C1CCCCC1)N(C)C (stereo unspecified)	i	-0.24
100	CCN(CC)Cc1cc(NC2=NS(=O)(=O)c3ccccc32)ccc1OC(=O)C(C)C	i	1.4

Whole records, quoted from the list. Values in the order: KCNQ2 block, Kir21 inh
Results for `CNC(=O)Cc1csc2ccc(C)cc12` : i, -0.62
Results for `Cc1cccc(NS(=O)(=O)c2cnc[nH]2)c1` : i, 0.76
Results for `C[n+]1cc[nH]c1SCC(=O)c1ccc(Cl)cc1` : i, 0.45

Further entries
entry	SMILES	KCNQ2 block	Kir21 inh
101	CCOC(=O)C1=C(c2ccccc2)NC(=O)NC1c1ccc(O)c(Cl)c1 (stereo unspecified)	i	-7.8*
102	O=C(CS(=O)(=O)c1ccccc1)Nc1ccc(Cl)cn1	i	-0.85
103	CC(=O)c1cnn(-c2ccc(Cl)cc2)c1C	i	-0.01
104	CN(C)C(=O)NC(NC(=S)Nc1ccccc1)C(Cl)(Cl)Cl (stereo unspecified)	i	-0.39
105	Nc1c(C(=O)NCCN2CCOCC2)c2nc3ccccc3nc2n1-c1ccccc1	i	1.8
106	COc1ccc(CC(=O)NCc2nnc(SCC(=O)Nc3cccc(F)c3)n2C)cc1	i	-0.22
107	Cc1noc(C)c1C(=O)OCC(=O)NC1CC1	i	1.1
108	NNC(=O)CN1C(c2ccccc2)=Nc2ccc(Br)cc2C1c1ccccc1 (stereo unspecified)	i	0.93
109	CCOC(=O)c1cc(-c2ccc(OC)cc2)n[nH]1	i	3.4
110	CCc1ccc2[nH]c(=O)c(CN(CCCN3CCOCC3)C(=O)Nc3ccc(Cl)cc3)cc2c1	i	0.18
111	COc1ccc(C2NC(=O)NC(C)=C2C(=O)OC2CCCC(C)C2)cc1 (stereo unspecified)	i	0.68
112	Cc1ccc(-c2nnc(N3CCCCC3)c3ccccc23)cc1S(=O)(=O)N(C)C	i	0.38
113	COC(=O)c1cc(N2C(=O)C3C(C2=O)C2(C)C=CC3(C)O2)ccc1Cl (stereo unspecified)	i	-0.73
114	NNC(=O)c1nn(-c2ccc(Cl)cc2)ccc1=O	i	0.64
115	COc1cc(OCC(=O)NC(C)C)cc2c1C(=O)O[C@@H](C)CCCC(=O)CCCCC2	i	0.03
116	CCN(CCn1cccn1)C(=O)c1cc(COc2ccccc2SC)on1	i	-0.02
117	Cc1nnc(SCC(=O)NC2CCS(=O)(=O)C2)n1Cc1ccccc1 (stereo unspecified)	i	0.03
118	CCCN(CC(=O)Nc1ccc(F)c(F)c1F)C(=O)C1CC(=O)N(Cc2ccccc2)C1 (stereo unspecified)	i	2.1
119	COc1ccc(-c2noc(CN3CCN(c4ccccc4F)CC3)n2)cc1OC	i	4.6
120	O=C(CCc1nc(-c2ccccc2F)no1)NCCN1CCN(Cc2ccccc2)CC1	i	-0.07
121	CSc1nc2ccc(NC(=O)C3CCCO3)cc2s1 (stereo unspecified)	i	0.03
122	Cc1noc(C)c1COc1ccc(C(=O)OCC(=O)Nc2ccc3c(c2)OCO3)cc1	i	-0.15
